# CHO-K1 Ca ag: nonselective activator or artifact in parental CHO-K1 cells | Fluo-8 calcium fluorescence; scaled to maximal ATP response, vehicle zero | activation, % at 3 µM | actives 0.48% (n = 360,000); in the data active = activation above about 15%;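 also: untransfected CHO-K1 host cells lacking M1 receptor as counterscreen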
# M1 antag: blocks human M1 muscarinic receptor. P11229. CHO-K1 hM1, Fluo-8 calcium fluorescence, ACh EC80 antagonist. inhibition, % at 3 µM. actives 1.3% (n = 360,000);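 active = percent inhibition above its own plate's cutoff, namely the mean of that plate's compound wells plus 3 SD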;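 also: peak over basal fluorescence ratio during 140 s after agonist addition; 0% = ACh EC80 plus DMSO and 100% = DMSO alone without agonist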
# Target sequence (P11229 whole entry, looked up): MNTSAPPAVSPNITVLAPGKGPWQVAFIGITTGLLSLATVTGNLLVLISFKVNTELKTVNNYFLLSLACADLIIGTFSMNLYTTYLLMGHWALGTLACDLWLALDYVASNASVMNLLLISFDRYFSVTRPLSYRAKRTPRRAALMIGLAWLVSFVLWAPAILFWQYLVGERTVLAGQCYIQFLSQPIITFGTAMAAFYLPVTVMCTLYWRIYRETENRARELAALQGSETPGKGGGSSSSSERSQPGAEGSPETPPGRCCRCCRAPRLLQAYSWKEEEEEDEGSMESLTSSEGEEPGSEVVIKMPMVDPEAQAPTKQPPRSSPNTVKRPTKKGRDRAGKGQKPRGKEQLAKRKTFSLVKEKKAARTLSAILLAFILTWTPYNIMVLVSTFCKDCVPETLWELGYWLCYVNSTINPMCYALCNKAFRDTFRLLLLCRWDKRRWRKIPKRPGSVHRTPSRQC
# M1 ag: human M1 muscarinic receptor agonism; activation, % at 3 µM; AID 588814; P11229; actives 0.33% (n = 360,000); CHO-K1 hM1, Fluo-8 calcium fluorescence, agonist mode; 0% DMSO, 100% acetylcholine EC100;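 active = activation above the run's mean compound activation plus 3 SD, cut at about 16% in these data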;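 also: peak over basal fluorescence ratio within a 140 s kinetic read after compound addition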
# CHO-K1 Ca PAM: M1 PAM counterscreen hit in parental CHO-K1 cells; ATP EC20, Fluo-8 calcium fluorescence; 0% at ATP EC20, 100% at ATP max; activation, % at 3 µM; actives 0.02% (n = 360,000); AID 602247;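 active = activation above the run cutoff, the mean activation of all test compounds plus 3 SD, cut at about 40% in these data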;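 also: peak over basal fluorescence ratio in a 140 s read after ATP addition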
# CHO-K1 Ca antag: M1 antagonist counterscreen hit in parental CHO-K1 cells; actives 0.6% (n = 360,000); ATP-induced calcium, Fluo-8 fluorescence; inhibition, % at 3 µM;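 active = inhibition above a per-plate cutoff, the plate's mean sample inhibition plus 3 SD, cut at about 24% in these data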;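 also: 0% = DMSO plus EC80 ATP and 100% = DMSO alone without ATP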
# TAAR1 antagonist: human TAAR1 antagonism | Q96RJ0 | CHO RD-HGA16 TAAR1, Fluo-8 calcium fluorescence, antagonist | inhibition, % at 3 µM | actives 1.5% (n = 360,000) | AID 624466;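 active = inhibition above a per-plate cutoff, the mean inhibition of test compounds on that plate plus 3 SD, cut at about 49% in these data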;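 also: 0% = DMSO plus EC80 beta-PEA response and 100% = DMSO alone without agonist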
# Target sequence (Q96RJ0 whole entry, looked up): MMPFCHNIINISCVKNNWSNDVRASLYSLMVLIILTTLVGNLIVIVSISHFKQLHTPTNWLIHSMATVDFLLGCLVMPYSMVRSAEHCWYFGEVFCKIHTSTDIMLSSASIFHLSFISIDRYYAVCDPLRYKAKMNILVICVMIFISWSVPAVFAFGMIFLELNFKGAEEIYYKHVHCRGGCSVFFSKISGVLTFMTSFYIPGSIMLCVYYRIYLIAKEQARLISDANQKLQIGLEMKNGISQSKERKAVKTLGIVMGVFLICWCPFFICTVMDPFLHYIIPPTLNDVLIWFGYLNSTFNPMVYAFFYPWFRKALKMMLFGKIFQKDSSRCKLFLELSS
#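 System: CHO RD-HGA16 cells bearing hTAAR1. Reagent: EC80 β-phenethylamine stimulus. Schedule: seeding 17-24 h prior, 75-min 37 °C, 30-min RT dye loading. Signal: Fluo-8 intracellular calcium dye fluorescence, real-time kinetic reads. Read-out: % inhibition from peak post-agonist over basal fluorescence ratio. Benchmarks: vehicle wells and EC80 agonist wells. Replicates: n of 1.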
# TAAR1 ag: agonists of human TAAR1; Q96RJ0; CHO RD-HGA16 TAAR1, Fluo-8 calcium fluorescence; vehicle wells 0%, saturating PEA agonist 100%; activation, % at 3 µM; actives 0.99% (n = 360,000); AID 624467;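 active = activation above the mean activation of all test compounds in the run plus 3 SD, cut at about 38% in these data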
#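 Signal – calcium-sensitive Fluo-8 signal, excitation 470-495, emission 515-575 nm · System – RD-HGA16 (CHO) cells co-expressing Gα16 and hTAAR1 · Incubation – 17-24 h seeding, 75 min 37 °C dye, 30 min RT · Compound dosing – 3 µM single concentration · Repeats – no replicates (n 1)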
# OXTR potentiator: potentiators of human oxytocin receptor | P30559 | CHO-OTR cells, Fluo-8 calcium fluorescence, potentiator mode; 0% = oxytocin EC15, 100% = EC100 | activation, % at 3 µM | actives 0.061% (n = 320,000);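 active = activation above that plate's cutoff, the mean activation of tested compounds plus 3 SD, cut at about 6.6% in these data, passing the limit was not always enough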;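 also: 100% uses oxytocin at 75 nM as the full agonist control; some results filed as inactive read as strong as hits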
#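 System: human OTR in CHO cells; Also added: sub-maximal oxytocin, roughly EC15; Timing: compound 6 min at room temperature before oxytocin, 100 s read; Technique: Fluo-8 intracellular calcium fluorescence, ex 470-495, em 515-575 nm; Controls: oxytocin EC15 low and EC100 high; Replication: singlicate.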
# CHO parental Ca: counter-screen for OX1R antagonists: effect in parental CHO cells; parental CHO-K1, ATP-induced calcium, Fluo-8 fluorescence; AID 463079; inhibition, % at 5.6 µM; actives 0.63% (n = 330,000);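 active = inhibition above that plate's mean sample inhibition plus 3 SD, cut at about 26% in these data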;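 also: 0% = ATP-challenged DMSO wells and 100% = DMSO wells without ATP; some compounds past the cut are filed as inactive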
#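 Measured by: calcium-sensitive Fluo-8 fluorescence / Test system: CHO parental line / Controls: ATP-challenged DMSO wells low, unchallenged DMSO wells high / Measure: % inhibition / Compound: single nominal dose of 5.6 µM per compound / Replicates: single well per compound, no replicates / Reagent: ATP as calcium-mobilizing challenge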
# Active calls of the source: *; nt = no result given.
SMILES,CHO-K1 Ca ag,M1 antag,M1 ag,CHO-K1 Ca PAM,CHO-K1 Ca antag,TAAR1 antagonist,TAAR1 ag,OXTR potentiator,CHO parental Ca
Cc1ccc(CNC(=O)CN(C(=O)C2(C)CC(=O)N=C3C=CC=CN32)c2cc(C)ccc2C)cc1 (stereo not given),0.1,-13.0,-8.0,-7.8,4.9,1.3,0.3,2.1,5.6
O=C(N/N=C/c1ccccc1)C(O)c1ccccc1 (stereo not given),0.3,-17.3,-1.3,20.1,-9.8,4.9,4.3,-10.1,3.1
CCC(=O)Nc1ccc(C(=O)Nc2cccc(OC)c2)cc1,1.7,-1.6,-3.4,21.4,-10.2,3.9,5.3,1.2,18.4
COc1cccc2sc3ccc(NCCC4CCCN4C)cc3c(=O)c12 (stereo not given),1.1,6.5,-7.8,-16.0,1.8,-7.9,5.1,-4.9,-8.5
CSc1ccc(NC(=O)/C=C/C(=O)O)cc1,0.1,-14.1,-4.1,-0.8,-3.2,-27.8,7.4,-3.3,-12.7
FC(F)(F)c1ccccc1/C=N/n1c(COc2ccccc2)n[nH]c1=S,-0.7,-8.7,-6.1,20.9,-12.1,7.8,-3.1,-11.8,1.2
COc1ccc(C2=NOC(C(=O)Nc3ccc4c(c3)OCCO4)C2)c(OC)c1 (stereo not given),0.8,-4.7,-1.3,-1.9,9.8,1.5,0.8,-10.6,-15.1
O=C(OCc1nnc(-c2ccccc2)o1)c1cc([N+](=O)[O-])ccc1Cl,0.2,-12.8,1.7,1.4,0.2,0.8,2.5,-13.1,-12.7
CCOc1ccc(/C=N/OCC(=O)NCc2ccc3c(c2)OCO3)cc1OC,4.5,10.0,-1.3,-7.4,-2.2,14.8,0.5,-9.1,-4.0
c1ccc(Nc2cccc(Nc3ccccc3)n2)cc1,0.9,-22.0,-3.8,15.8,-0.9,4.9,8.7,-12.1,-9.2
COc1ccc(CCNC(=O)CCn2c(=O)c3ccccc3n(CC(=O)NCC3CCCO3)c2=O)cc1OC (stereo not given),1.0,-4.3,-2.5,7.3,-10.0,-23.7,0.2,-4.6,3.8
O=C(NNS(=O)(=O)c1ccc(F)cc1)c1ccc([N+](=O)[O-])cc1,-0.4,10.1,-9.9,5.7,-2.2,nt,nt,-6.8,-2.0
CC(C)C(NC(=O)c1c(F)cccc1F)C(=O)NCc1ccc(S(=O)(=O)N2CCOCC2)cc1 (stereo not given),0.6,0.3,-1.7,21.9,0.7,-27.1,7.6,-3.5,-6.8
CC(C(=O)NC1C(=O)N2C(C(=O)O)=C(CSc3nnnn3C)CSC12)n1cc(Cl)cn1 (stereo not given),0.3,-6.2,-4.5,10.3,-10.5,-20.9,-0.5,-2.6,5.1
COc1ccccc1CNC(=O)c1ccc(CS(=O)Cc2cccc(Cl)c2)o1 (stereo not given),2.1,1.0,-3.8,4.1,-12.4,-19.8,0.6,-3.4,-32.7
Cc1cccc(C(=O)Oc2ccc(/C=N/NC(=O)c3cc(O)cc(O)c3)cc2)c1,-0.1,-4.0,-1.0,-6.3,-6.7,-52.3,16.5,nt,nt
Cn1c(-c2ccc(F)c(F)c2)cc2onc(-c3ccccc3)c2c1=O,0.2,8.8,-4.8,16.6,-17.8,6.4,14.1,-4.8,-22.6
CCN(CC)S(=O)(=O)c1ccc2c(c1)nc(SC(C)C(N)=O)n2-c1ccc(OC)cc1 (stereo not given),0.3,-8.0,-4.8,-4.0,-0.5,4.5,7.9,-14.4,-0.5
O=C(CN1CCCN(S(=O)(=O)c2ccc(F)cc2)CC1)Nc1ccccc1Br,1.8,10.4,-3.7,0.4,0.3,25.0,7.2,-21.9,-11.0
CN(C)C(C)(C)C#CCCCCC#CC(C)(C)N(C)C,1.0,-19.0,-9.0,18.8,-10.0,-3.6,0.7,-7.1,-1.7
Cc1c(C)n(C)c2ccc(C(=O)N3CCN(c4ccccc4)CC3)cc12,2.3,-7.1,-3.9,18.5,-5.8,-9.1,3.2,-0.4,-15.2
Nc1nccc(-c2ccc(-n3cnc4ccccc43)cc2)n1,2.8,8.3,0.2,-2.0,-14.4,9.1,9.5,-4.4,-8.7
O=C(c1ccc2c(c1)OCCO2)N1CCN(Cc2c(F)cccc2Cl)CC1,0.8,-8.3,-4.2,-14.5,2.5,-8.4,3.4,-5.3,-18.7
Cc1cc2c(c(=O)o1)C(CCC1CCCCC1)C(C#N)=C(N)O2 (stereo not given),0.9,-10.9,-0.1,4.7,-5.1,2.9,-1.6,2.5,-24.6
CC(C)N1CCN(Cc2ccc3nsnc3c2)CC1CCO (stereo not given),-0.3,3.5,-7.7,-12.1,1.0,0.2,-0.3,-0.3,9.5
CCOc1ccccc1N(C)C(=O)c1cn(CC)c(=O)c2cc(OC)c(OC)cc12,0.6,-11.6,-3.3,-6.6,-9.4,-10.5,-0.9,nt,nt
Cc1nc([N+](=O)[O-])c(SCC(N)=O)n1Cc1ccccc1,0.2,3.2,-11.3,12.7,-9.6,-13.7,11.2,-14.4,-0.5
CC1CCCC(C)N1C(=O)COC(=O)c1cccnc1Cl (stereo not given),1.2,-7.6,-3.6,6.5,-9.7,4.8,0.2,-1.8,3.9
N#Cc1nc(COc2ccc(F)cc2)oc1N1CCCC1,1.0,2.5,-4.8,12.1,-2.3,6.1,0.8,-6.9,5.3
O=C(NCCc1cccnc1)C1CCC(=O)N(Cc2cccc(C(F)(F)F)c2)C1 (stereo not given),0.2,-6.1,-5.3,4.1,-13.5,3.9,0.0,-3.8,-15.3
CCOc1ccc(S(=O)(=O)Nc2ccc(C(=O)N(C)CC(=O)Nc3ccc(OC)cc3)cc2)cc1,1.0,3.9,-2.9,16.1,-11.9,-8.8,5.0,4.5,11.0
CN(CC(=O)N1CCN(Cc2ccccc2)CC1)C(=O)Cc1ccc(Cl)c(Cl)c1,3.6,-12.4,-4.1,8.0,-11.8,-20.2,0.4,0.8,-15.3
Nc1nc(N2CCN(c3ccc(F)cc3)CC2)n[nH]1,0.1,-1.2,2.5,22.0,-1.7,-3.0,6.6,-4.7,-14.3
CCOC(=O)c1cc(CC)sc1NC(=O)c1cc([N+](=O)[O-])ccc1N1CCOCC1,0.3,2.5,-2.4,6.5,-2.1,-17.3,-1.9,-7.2,-30.1
O=C(NCc1ccc(F)cc1)c1cnc2sccn2c1=O,0.9,-8.4,-3.0,17.6,-5.6,-5.0,1.0,-0.3,-4.8
Cc1c(CN2CCC(n3nccc3NC(=O)c3cccc(F)c3)CC2)cnn1C,-0.1,2.3,-5.4,-3.8,3.4,-25.3,1.9,-7.3,4.3
CCCN(CCC)CCNS(=O)(=O)c1ccc2c(c1)oc(=O)n2C,1.4,-10.5,-7.3,26.4,-5.9,19.7,3.6,-5.0,-4.4
CCOC(=O)c1cc(-c2ccccc2C)nn1Cc1cc(C)no1,-0.2,8.7,-6.2,5.5,-16.3,-10.8,4.0,-13.1,-14.7
CNC(=S)N/N=C(\C)c1ccccc1,0.7,-8.9,-3.9,-4.2,-11.6,16.2,0.2,-1.7,8.9
Cc1occc1C(=O)NNC(=S)NCC(C)C,-0.2,1.9,-1.1,-12.7,14.5,1.0,15.0,-3.3,2.2
Cc1ccccc1-c1nc(-c2cccnc2)no1,0.8,2.2,-2.5,18.9,-6.0,-4.2,15.4,-5.9,-5.8
CCOC(=O)c1ccc(NCCOC)c([N+](=O)[O-])c1,0.0,-12.5,-6.4,14.8,1.3,0.1,-1.4,-6.0,1.7
CCCC[C@@H]1C[C@H]1[C@@H](NC(=O)c1ccccc1)c1ccccc1C(F)(F)F,-0.2,7.3,-5.6,-6.7,-0.7,28.0,3.6,1.2,24.8
CCc1ccccc1NC(=S)N(CCc1ccncc1)C(C)C,0.8,-13.1,-3.6,20.3,-17.5,-10.1,1.3,-5.0,-9.3
COc1ccc(S(=O)(=O)Nc2cc3c4c(c2)CCC(=O)N4CCC3)cc1,3.7,-4.0,-1.1,-3.3,6.3,4.8,1.5,-4.5,-8.4
CN(C)c1nc(-c2cccnc2)nc(-c2ccc(Cl)cc2)c1C#N,0.1,-5.2,-2.8,10.2,7.8,2.5,3.5,-0.3,-14.7
O=C(C[n+]1cccc(NC(=O)c2ccccc2)c1)c1ccccc1,0.5,-21.5,-5.7,3.3,-3.1,3.7,17.7,1.1,-16.7
Nc1nonc1C(=O)NCCNC(=O)c1cccc(Cl)c1,-0.4,4.3,0.6,2.2,-1.4,0.9,-2.2,-9.2,-15.7

# An excerpt from above, limited to OXTR potentiator and TAAR1 antagonist.
mol	OXTR potentiator	TAAR1 antagonist
O=C(C[n+]1cccc(NC(=O)c2ccccc2)c1)c1ccccc1	1.1	3.7
CCOC(=O)c1cc(-c2ccccc2C)nn1Cc1cc(C)no1	-13.1	-10.8

# New compounds follow:
SMILES,CHO-K1 Ca ag,M1 antag,M1 ag,CHO-K1 Ca PAM,CHO-K1 Ca antag,TAAR1 antagonist,TAAR1 ag,OXTR potentiator,CHO parental Ca
CCNc1nc(Oc2ccc(=O)[nH]n2)nc(SC)n1,-0.3,9.0,-2.3,-5.7,14.2,5.6,7.0,-4.8,-5.7
CC(=O)C1C(c2ccc(F)cc2)NC(=O)NC1(O)C(F)(F)F (stereo not given),0.6,-23.8,-8.2,28.9,-9.5,nt,nt,-5.1,8.5
CCn1nc(C)c(NC(=O)/C=C/c2cnn(C)c2)c1C,0.6,3.0,-4.0,15.4,-10.7,0.5,3.3,2.6,0.8
O=C(Nc1ccccc1)Nc1nc(-c2ccc(F)c(F)c2)cs1,16.1*,17.7,4.8,-5.3,19.8,nt,nt,-17.6,26.6
CC(C)c1nnc(NC(=O)CCC(=O)NCc2ccccc2Cl)s1,0.2,1.1,-1.2,4.1,-11.2,-9.1,3.7,-2.6,-18.6
COCCCNC(=S)N/N=C/c1ccc(OC)cc1,1.4,-10.5,-3.4,23.8,-9.6,-15.3,4.8,3.4,-14.8
COc1ccc(N2C[C@H](C)[C@@H](CC(=O)Nc3ccccc3)C2=O)cc1,4.9,-19.1,6.0,21.4,-11.9,-3.3,4.6,nt,nt
COc1cccc(-n2nnc3c(=O)n(C/C=C/c4ccccc4)cnc32)c1,4.5,-3.2,-0.6,13.7,-4.9,-6.1,1.1,-4.5,-3.1

# Assay outcomes as filed in PubChem BioAssay.
